RBX1-CUL1 inh = human ROC1-CUL1 E3 ligase inhibition. P62877+Q13616. in vitro K48 di-Ub FRET, acceptor:donor ratio, 45 min. inhibition, % at 10 µM. 140,000 tested, 0.6% active. AID 1347404; in the data active = inhibition above about 25%
Target sequence (P62877 whole entry, looked up): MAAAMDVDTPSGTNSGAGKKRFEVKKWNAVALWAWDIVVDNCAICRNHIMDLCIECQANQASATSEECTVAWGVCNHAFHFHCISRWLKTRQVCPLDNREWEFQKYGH
Target sequence (Q13616 whole entry, looked up): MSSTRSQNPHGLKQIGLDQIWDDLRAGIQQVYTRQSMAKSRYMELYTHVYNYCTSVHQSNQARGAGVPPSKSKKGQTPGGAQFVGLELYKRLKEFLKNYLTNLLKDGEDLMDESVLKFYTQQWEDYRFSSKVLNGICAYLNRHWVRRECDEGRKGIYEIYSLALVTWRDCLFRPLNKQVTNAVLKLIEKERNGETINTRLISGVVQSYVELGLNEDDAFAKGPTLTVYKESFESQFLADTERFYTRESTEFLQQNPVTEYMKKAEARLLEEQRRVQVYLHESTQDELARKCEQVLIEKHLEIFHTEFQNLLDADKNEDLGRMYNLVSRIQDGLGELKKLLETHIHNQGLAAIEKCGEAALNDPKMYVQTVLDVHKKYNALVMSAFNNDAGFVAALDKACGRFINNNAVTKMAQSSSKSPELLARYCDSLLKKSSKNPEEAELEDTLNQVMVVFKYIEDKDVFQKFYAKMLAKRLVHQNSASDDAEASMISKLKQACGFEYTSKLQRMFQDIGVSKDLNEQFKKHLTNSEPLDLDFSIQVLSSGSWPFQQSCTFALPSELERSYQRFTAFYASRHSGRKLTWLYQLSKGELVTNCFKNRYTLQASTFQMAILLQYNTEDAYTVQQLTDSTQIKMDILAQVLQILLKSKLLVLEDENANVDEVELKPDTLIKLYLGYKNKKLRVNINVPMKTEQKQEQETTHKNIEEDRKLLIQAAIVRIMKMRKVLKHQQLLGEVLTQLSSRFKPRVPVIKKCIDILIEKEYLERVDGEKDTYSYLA
* = called active by the depositor. These rows are one share of the data, so the mix of outcomes need not match the whole.

SMILES	RBX1-CUL1 inh
C=CCOC(=O)C1=C(C)N=C2SCCC(=O)N2C1c1cccc(Cl)c1 (stereo unspecified)	-1
COCCNC(=O)Cc1c2c(n(Cc3ccc(F)cc3)c1C)CCCC2=O	14
CCCS(=O)(=O)Nc1cc(-c2cn3cccc(C)c3n2)ccc1C	-5
CCSc1nnc2c(n1)OC(c1ccc(OC)cc1OC)N(C(C)=O)c1ccccc1-2 (stereo unspecified)	6
Cc1c(CN2CCCC2C(=O)Nc2ccccc2Oc2cccnc2)cnn1C (stereo unspecified)	-9
COc1cccc(CCC2CCCN(C3CCN(Cc4cccnc4)CC3)C2)c1 (stereo unspecified)	7
CCN1C2=C(C(=O)CC(C)(C)C2)C(c2cc(OC)c(O)c(SC#N)c2)C2=C1CC(C)(C)CC2=O	11
Cn1ncc(N2CCN(Cc3ccsc3)CC2)cc1=O	-5
Cc1cc(C(=O)N2CCC(CCC(=O)NCC3CCCO3)CC2)nc(C)n1 (stereo unspecified)	-5
CC(C)(C)OC(=O)N1CCCC1C(=O)N1CCC(C(=O)c2ccc(F)cc2)CC1 (stereo unspecified)	-1
Cc1nc(-c2cccc(NS(=O)(=O)c3ccc(C)c(C)c3)c2)cs1	-12
CCOC(=O)C(CC)n1nc(C)c2c(C)n(-c3ccc(C)cc3)nc2c1=O (stereo unspecified)	5
CCCC(=O)N(c1ccc(N(C(=O)CCC)S(=O)(=O)c2cccs2)cc1)S(=O)(=O)c1cccs1	4
Cc1cc(C)nc(NS(=O)(=O)c2ccc(N=CC3CCCC3=O)cc2)n1 (stereo unspecified)	3
CCN(CC)C1=NC=CC=C(C(C)(C)C)C1	-1
Cc1ccccc1CNC(=O)Cn1ccc2cc(S(=O)(=O)N3CCCCC3)ccc21	-9
Nc1ccc(Oc2ccc3c(c2)C(=O)N(CCO)C3=O)cc1	11
CCOc1ccccc1CNC(=O)C1CCN(S(=O)(=O)c2ccc3[nH]c(=O)ccc3c2)CC1	7
N#CC1C(=N)Oc2n[nH]c(-c3ccc(Cl)c(Cl)c3)c2C1c1cccs1 (stereo unspecified)	2
CCOc1cc(/C=C2\SC(=S)N(C)C2=O)ccc1OCC(=O)O	1
O=C(NCc1ccc(Cl)cc1)C1CCN(c2ncnc3c2nc2n3CCCCC2)CC1	1
CSCC1Cc2c(cc3c(c2O)C(=O)c2ccccc2C3=O)O1 (stereo unspecified)	2
O=C(Nc1cc(F)ccc1F)c1ccc(CN2CC(=O)N3CCCCC3C2=O)cc1 (stereo unspecified)	-2
O=C1CCC(CCNCCOc2ccc(F)cc2)N1CC1CCCCC1 (stereo unspecified)	-2

Molecules shown so far containing a halogen:
SMILES	RBX1-CUL1 inh
C=CCOC(=O)C1=C(C)N=C2SCCC(=O)N2C1c1cccc(Cl)c1 (stereo unspecified)	-1
COCCNC(=O)Cc1c2c(n(Cc3ccc(F)cc3)c1C)CCCC2=O	14
CC(C)(C)OC(=O)N1CCCC1C(=O)N1CCC(C(=O)c2ccc(F)cc2)CC1 (stereo unspecified)	-1
N#CC1C(=N)Oc2n[nH]c(-c3ccc(Cl)c(Cl)c3)c2C1c1cccs1 (stereo unspecified)	2
O=C(NCc1ccc(Cl)cc1)C1CCN(c2ncnc3c2nc2n3CCCCC2)CC1	1
O=C(Nc1cc(F)ccc1F)c1ccc(CN2CC(=O)N3CCCCC3C2=O)cc1 (stereo unspecified)	-2
O=C1CCC(CCNCCOc2ccc(F)cc2)N1CC1CCCCC1 (stereo unspecified)	-2

The main list resumes, repeating the 2 entries before the break.
SMILES	RBX1-CUL1 inh
O=C(Nc1cc(F)ccc1F)c1ccc(CN2CC(=O)N3CCCCC3C2=O)cc1 (stereo unspecified)	-2
O=C1CCC(CCNCCOc2ccc(F)cc2)N1CC1CCCCC1 (stereo unspecified)	-2
CCn1c2ccccc2c2cc(NC(=O)COc3ccc(C)c(C)c3)ccc21	-2
Cc1ccc(Cl)cc1NC(=O)c1oc2c(c1C)-c1[nH]ncc1CC2	-5
CC(=O)Nc1nc(=O)c2ccccc2s1	6
Cc1ccccc1CCC1CCCN(C(=O)c2ccncc2)C1 (stereo unspecified)	4
Cc1cc(NC(=O)Cc2cccs2)ccc1Br	8
Cc1cccc(-n2c(=O)c3c(c4cc(C)ccc4n3C)n(C)c2=O)c1	-4
Cc1ccc(C)n1-c1nnc(N2CCCC(C(=O)NCc3cccc(Cl)c3)C2)s1 (stereo unspecified)	-14
Cc1ccc(C)c(N2CCN(CCCNC(=O)Nc3ccc(Cl)cc3)CC2)c1	-2
CC(C)(C)C(=O)Nc1ccccc1C(O)c1ccccc1 (stereo unspecified)	-6
COc1ccccc1C(=O)Nc1ccc(C(=O)OCc2cc(=O)n3nc(C)sc3n2)cc1	-4
O=C(c1ccc2c(c1)N(Cc1ccc(Cl)cc1)C(=O)c1ccccc1S2=O)N1CCOCC1 (stereo unspecified)	1
COc1ccccc1NC(=O)c1ncoc1-c1ccco1	8
COCCn1c(=O)c2c(nc3n(C4CCCCC4)c(C)c(C)n23)n(C)c1=O	7
CCCNC(=O)Nc1ccc2c(c1)nc(C)n2C	-10
Cc1ccc(N2CC(NC(=O)CCc3ccccc3)CC2=O)cc1C (stereo unspecified)	-8
C1=C(N2CCCCC2)Cc2ccccc21	-9
CSCCOC(=O)C1=C(C)N=C(C)C(C(=O)OCCSC)C1c1ccccc1[N+](=O)[O-] (stereo unspecified)	-8
O=C1SC(SCc2ccccc2)=N/C1=C\c1cccc(OCc2ccccc2)c1	-4
COc1cc(-c2nnc(SCC(=O)c3ccc4ccccc4c3)o2)cc(OC)c1OC	-2
COC(=O)N1CCCc2cc(S(=O)(=O)N3CCN(c4ccccc4)CC3)ccc21	-11
CCN(CC)CCCNC(=O)c1nn(C)c2c1CSc1ccccc1-2	2
COc1ccc2c(c1)CCc1c(C(=O)Nc3c(C)nn(Cc4ccccc4Cl)c3C)noc1-2	-7
Cc1ccccc1C1c2c(n[nH]c2C(C)C)OC(=N)C1C#N (stereo unspecified)	7
Cc1ccccc1NC(=O)Cn1c(=O)n(-c2ccc(CC(=O)NCC3CCCO3)cc2)c(=O)c2ccccc21 (stereo unspecified)	4
O=C(COc1ccc(Br)cc1Cl)N1CCC2(CC1)OCCO2	-5
CCc1ccccc1NC(=O)c1cc2c(Cl)nc3ccccc3c2s1	2
Cc1cc(C)n(-c2nc3ccccc3n3cnnc23)n1	-4
CCc1ccccc1NC(=O)CCc1c(C)nn(-c2ccc(N3CCOCC3)nn2)c1C	7
Cc1[nH]c2ccccc2c1C1c2cc([N+](=O)[O-])ccc2OC2(N3CCOCC3)CCCCC12 (stereo unspecified)	3
O=C(NCC1(c2ccccc2)CCOCC1)C(F)(F)F	-6
CCn1c(C)c(C)c2cc(C(=O)NCc3cccc(C)c3)ccc21	1
CC(C)c1ccc(OCCCCCN2CCOCC2)cc1	2
Cc1c(N2C(=O)c3cccc4cccc(c34)C2=O)c(=O)n(-c2ccccc2)n1C	-10
Cc1ccc(-c2[nH]nc3c2C(C)C(C#N)C(=N)O3)cc1 (stereo unspecified)	-3
Cc1ccc(CNC(=O)C2CCC2)cc1	0
CCOc1cc(C2CC(=O)Nc3cc(OC)cc(OC)c32)ccc1O (stereo unspecified)	8
COCCC(=O)N1CCC(Oc2ccc(C(=O)NCCN3CCCC3)cc2)CC1	15
CN(CC1CCCN(CCc2ccc(Cl)cc2)C1)C(=O)Cc1cccnc1 (stereo unspecified)	-4
C=CCCC1(C)C(=O)N(c2ccccc2)c2ccccc21 (stereo unspecified)	1
Cc1ccccc1Nc1nnc(-c2ccc(C)c(S(=O)(=O)NCC3CCCO3)c2)c2ccccc12 (stereo unspecified)	13
CCOc1ccc(NC(=O)CCC(=O)N2CC(C)Oc3ccc(C)cc32)cc1 (stereo unspecified)	6
O=C(O)c1sc(Nc2ccccc2)nc1-c1ccccc1	-12
CC(C)CC1=NN2C(=N)/C(=C/c3ccc(-c4ccccc4Cl)o3)C(=O)N=C2S1	-8
COCc1cc(C)nc(N/N=C\c2c(C)[nH]c3ccccc23)c1C#N	-3
Cc1ccc(C(=O)N2CCC(C3CCN(c4ncccn4)CC3)C2)s1 (stereo unspecified)	4
COc1ccc(/C=C/C(=O)Nc2cc(-c3nc4ccccc4o3)ccc2OC)cc1	10
Oc1ccc(C(c2c[nH]c3ccccc23)c2c[nH]c3ccccc23)cc1O	9
CCOc1ccc(S(=O)(=O)N(CC(=O)NCCSCc2ccc(C)cc2)c2ccccc2)cc1	-5
Cc1ccc(C(=O)N=C2CN=C3C=CC=CN3C2=O)cc1	-1
Cc1ccc(C)n1-c1ccc(C(=O)OCC(=O)c2ccc(Br)cc2)cc1	7
O=C(COC(=O)c1ccc(NC(=O)c2ccccc2)cc1)c1cccc([N+](=O)[O-])c1	1
Cc1cccc(-c2nc(CCNC(=O)Cc3ccc(F)cc3)cs2)c1	-6
COc1ccc(C(=O)Nc2ccccc2C(N)=O)cc1S(=O)(=O)N1CCCC1	1
CC1=NN(C/C=C/c2ccccc2)c2nc3c(c(=O)n(C)c(=O)n3C)n2C1	13
Nc1cccnc1S(=O)(=O)c1cccc(C(F)(F)F)c1	-6
Cc1cc(NC(=O)COCc2cc(-c3ccc(F)cc3)on2)ccc1Br	-1
Cc1nc(CNC(=O)CC(c2ccccc2)c2ccccc2Cl)n[nH]1 (stereo unspecified)	-2
COc1ccc(C)cc1NC(=O)C12CCC(C)(C(=O)C1=O)C2(C)C (stereo unspecified)	-5
COCCCNC(=O)C1CCN(c2ncnc3c2nc2n3CCCCC2)CC1	-4
CN(Cc1ccccc1)C1(C(=O)NCCc2cn[nH]c2)Cc2ccccc2C1	-2

Grouped by structure, the compounds so far with a nitro group on carbon
SMILES	RBX1-CUL1 inh
CSCCOC(=O)C1=C(C)N=C(C)C(C(=O)OCCSC)C1c1ccccc1[N+](=O)[O-] (stereo unspecified)	-8
Cc1[nH]c2ccccc2c1C1c2cc([N+](=O)[O-])ccc2OC2(N3CCOCC3)CCCCC12 (stereo unspecified)	3
O=C(COC(=O)c1ccc(NC(=O)c2ccccc2)cc1)c1cccc([N+](=O)[O-])c1	1

(further entries)
SMILES	RBX1-CUL1 inh
Cc1c(Sc2nnc(-c3ccccc3)n2-c2ccccc2)c(=O)[nH]c2cc3c(cc12)OCO3	0
C/C(=C\C(=N/Nc1ccc([N+](=O)[O-])cc1[N+](=O)[O-])C(C)(C)C)c1ccccc1	0
CC(C)NC(=O)c1cccnc1Cl	7
CCOCCCNc1nc2c(S(=O)(=O)c3ccc(CC)cc3)nnn2c2ccc(Cl)cc12	-4
Cc1ccc(SC(=O)CCCN2C(=O)c3ccccc3C2=O)cc1	-5
Cc1ccc(C2=NN(Cc3ccccc3)C(=O)SC2)cc1	10
N=c1c(C(N)=O)cc2c(=O)n3ccccc3nc2n1CCN1CCOCC1	4
COc1ccccc1CCNC(=O)C(=O)NCC(c1ccc2c(c1)OCO2)N1CCOCC1 (stereo unspecified)	-9
COc1ccc(-c2[nH]c(-c3ccc(OC)c(OC)c3)nc2SCC(=O)Nc2ccccc2)cc1	1
CC(=O)Nc1cc(N)ccc1N1CCOCC1	16
COc1ccc(OC)c(CNC(=O)c2cc3c(=O)oc4ccc(C)cc4c3s2)c1	-4
Cc1ccc(-c2ccnc(-n3ncc(C(=O)N4CCN(Cc5ccccc5)CC4)c3C3CC3)n2)o1	4
Cc1ccc(S(=O)(=O)N(CC(=O)Nc2cccc(F)c2)Cc2ccc(Br)cc2)cc1	5
CCOc1ccc(C2c3[nH]c4ccccc4c3CCN2C(=O)C2CCC2)cc1 (stereo unspecified)	-9
c1cnc(N2CCC(C3CCN(C4CSCCSC4)C3)CC2)nc1 (stereo unspecified)	-1
CCn1c2ccccc2c2nnc(SCC(=O)NC(CC(C)C)C(=O)OC)nc21 (stereo unspecified)	-3
COC(=O)c1cc(NC(=O)Nc2ccc3snnc3c2)cc(C(=O)OC)c1	-2
C=C(Br)Cn1c(/C=C/c2ccccc2)nc2ccccc21	-6
C=CCNc1nc(N)c(C(=O)c2ccc(OC)c(OC)c2)s1	-5
COc1ccc(/C=C/C(=O)c2nc3ccccc3[nH]2)cc1	-12
COc1ccc(C2=NN(CC(=O)NCCCN(C)c3ccccc3)C(=O)CC2)cc1	0
CCCCOc1ccccc1C1CC(=O)Nc2cc(C)c(C)cc21 (stereo unspecified)	9
CCOC(=O)C1=C(C)N=c2s/c(=C\c3c[nH]c4ccccc34)c(=O)n2C1c1ccc(F)cc1 (stereo unspecified)	1
CCOC(=O)C1=C(c2ccccc2)N=c2s/c(=C\c3ccc(OC)cc3OC)c(=O)n2C1c1cccc(OC)c1 (stereo unspecified)	-7

Taken from above.
`CCOC(=O)C1=C(C)N=c2s/c(=C\c3c[nH]c4ccccc34)c(=O)n2C1c1ccc(F)cc1` (stereo unspecified) – RBX1-CUL1 inh = 1
`C=CCNc1nc(N)c(C(=O)c2ccc(OC)c(OC)c2)s1` – RBX1-CUL1 inh = -5

Following part
SMILES	RBX1-CUL1 inh
Cc1ccc(N=C2CCCCCN2C)c(C#N)c1	0
COc1ccccc1NC(=O)C(C)Oc1ccc(C)cc1C (stereo unspecified)	-6
O=C(c1ccc(Br)cc1)c1cn[nH]c1-c1ccccc1O	-9
Cc1nc(N2CCCC(C(=O)N3CCCCCC3)C2)nc2cc(S(C)(=O)=O)ccc12 (stereo unspecified)	-5
COc1cccc(CC2(CCC(=O)N(C)CCC34CC5CC(CC(C5)C3)C4)CCC(=O)N2)c1 (stereo unspecified)	3
CCc1ccccc1NC(=O)CSc1ncc(S(=O)(=O)c2ccccc2)c(=O)[nH]1	-1
Cc1ccc(OCC(=O)Nc2ccc(C(=O)OCc3cc(=O)n4c(C)csc4n3)cc2)cc1	-9
O=C(Nc1cc(Cl)ccc1O)c1cc2nc(-c3ccc4c(c3)OCO4)cc(C(F)(F)F)n2n1	2
O=C(OCc1ccc(Br)cc1)c1ccccc1C(=O)c1ccccc1	3
COC(=O)C1=C(C)N=c2s/c(=C/c3ccco3)c(=O)n2C1c1ccc(OC)c(OC)c1 (stereo unspecified)	5
Cc1cc(-c2[nH]nc3c2C(c2ccc(Br)cc2)C(C#N)C(=N)O3)c(C)s1 (stereo unspecified)	8
Cc1ccc(-c2nc(C(=O)NCc3ccc(Cl)cc3)c3n2CCCCC3)cc1	10
